Screens as filed in PubChem BioAssay.
Apoferritin bind – binds horse apoferritin like a general anesthetic | P02791 | apoferritin/1-aminoanthracene competitive binding, fluorescence | Potency, µM (titrated, usually from 77.5 µM), without a hit: top-dose activity change, negative = displacement, hits mostly inhibitors | actives 0.074% (n = 350,000); also: potency is read from the fitted curve at half-maximal effect; % is scaled to controls: 0 for no effect and ±100 for the full control effect; nearly all actives have a fitted effect of over 20% in size
Target sequence (P02791 2-175 limits assumed): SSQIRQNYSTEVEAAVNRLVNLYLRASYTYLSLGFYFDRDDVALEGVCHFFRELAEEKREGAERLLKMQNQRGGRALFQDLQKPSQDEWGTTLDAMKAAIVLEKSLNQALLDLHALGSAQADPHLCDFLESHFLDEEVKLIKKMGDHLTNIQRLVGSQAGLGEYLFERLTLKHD
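Horse-spleen apoferritin (10 uM) was mixed with 50% saturated 1-aminoanthracene in PBS, exposed to compounds for 10 min at room temperature, and read for fluorescence (ex 380 nm, em 535 nm). Competitive displacement was fitted with a four-parameter Hill equation.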
12-LOX inh – inhibitors of human 12S-lipoxygenase ALOX12. P18054. purified 12hLO, xylenol orange hydroperoxide absorbance. Potency, µM (series often up to 108 µM), for inactives: top-dose activity change, negative = inhibition, most hits filed as inhibitors. actives 1.1% (n = 580,000); also: potency is read from the fitted curve at half-maximal effect; % is scaled to controls: 0 for no effect and ±100 for the full control effect
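Hydroperoxide product was detected by ferrous iron/xylenol orange as the 573 to 405 nm absorbance ratio. Arachidonic acid at 40 uM (final) was turned over for 30 min at room temperature by 150 nM human 12hLO, pH 7.0 Hepes buffer, after 15 min compound preincubation.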
POLB inh – inhibitors of human DNA polymerase beta | Pol beta primer extension/strand displacement, fluorescence kinetic | P06746 | actives 1.3% (n = 340,000) | Potency, µM (top dose mostly 114 µM), for the others: top-dose activity change, negative = inhibition, most hits filed as inhibitors; also: potency is read from the fitted curve at half-maximal effect; % is scaled to controls: 0 for no effect and ±100 for the full control effect
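Homogeneous kinetic assay of primer extension and strand displacement by 10 nM Pol beta, preincubated 15 min at room temperature with compound before 50 nM substrate (final) was added. Read at 0 and 10 min; four-parameter Hill fit.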
POLI inh – DNA polymerase iota (human) inhibition; Pol iota fluorescent replication assay, 10 min; Potency, µM (top dose mostly 115 µM), for the others: at the highest dose activity, negative = inhibition, most hits filed as inhibitors; actives 1% (n = 390,000); also: potency is read from the fitted curve at half-maximal effect
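Fluorescent replication assay read twice, at 0 min and 10 min after adding 50 nM (final) substrate. Enzyme (10 nM) and compounds were first incubated 15 min at room temperature; enzyme-free buffer wells were negative controls.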
TRHR ag – activates the human TRH receptor. P34981. TRHR cells, calcium flux fluo-8, FDSS agonist mode. activation, % at 2 µM. actives 0.18% (n = 360,000). AID 493084; in the data active = activation above about 30%; also: 0% is about no effect
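TRHR-expressing cells loaded with fluo-8 calcium dye; 23 nL library compound pin-transferred, kinetic FDSS fluorescence (Ex 480/Em 530) recorded about 180 s for agonist-induced calcium release, before a 10 nM TRH EC20 addition for potentiator mode.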
APEX1 inh – inhibitors of human APE1 endonuclease. recombinant APE1, TAMRA/BHQ-2 abasic DNA cleavage fluorescence. Potency, µM (doses to about 65.8 µM), inactives show top-dose activity change, negative = inhibition, most hits filed as inhibitors. actives 0.35% (n = 350,000). AID 2517;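 also: potency is read from the fitted curve at half-maximal effect; plate controls were vehicle for no effect and reference inhibitor for full effect; nearly all actives have a fitted effect of over 55% in size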
Target sequence (P27695 whole entry, looked up): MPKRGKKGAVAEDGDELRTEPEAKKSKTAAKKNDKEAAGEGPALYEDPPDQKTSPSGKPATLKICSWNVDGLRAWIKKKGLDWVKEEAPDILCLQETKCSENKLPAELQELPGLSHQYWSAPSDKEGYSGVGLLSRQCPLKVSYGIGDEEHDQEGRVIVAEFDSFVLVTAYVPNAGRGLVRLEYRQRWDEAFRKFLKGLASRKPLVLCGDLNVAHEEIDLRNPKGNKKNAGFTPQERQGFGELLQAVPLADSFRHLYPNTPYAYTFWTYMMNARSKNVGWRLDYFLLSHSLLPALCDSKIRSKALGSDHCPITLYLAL
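Measures dequenching upon AP-site incision of a 5'-TAMRA/3'-BHQ-2 THF-containing duplex, 50 nM; human APE1 0.75 nM after 15 min room-temperature exposure to compound; kinetic three-point read at one-minute spacing.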
Pol kappa inh – blocks human DNA polymerase kappa activity | Q9UBT6 | purified Pol kappa, fluorescent DNA synthesis assay, 10 min | Potency, µM (doses to about 107 µM), without a hit: at the top dose activity, negative = inhibition, most hits filed as inhibitors | actives 0.53% (n = 400,000); also: potency is read from the fitted curve at half-maximal effect; % is scaled to controls: 0 for no effect and ±100 for the full control effect
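Pol kappa 10 nM + cpd, 15 min RT; start w/ substrate 50 nM final; fluorescence kinetic read, 0 and 10 min. Neg ctrl: buffer, no enzyme.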
BLM helicase inh – inhibitors of human Bloom syndrome helicase BLM; P54132; recombinant BLM DNA unwinding, fluorescence dequenching; Potency, µM (doses to about 56.1 µM), inactives show at the highest dose activity change, negative = inhibition, most hits filed as inhibitors; actives 0.2% (n = 350,000);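 also: potency is read from the fitted curve at half-maximal effect; plate controls were vehicle for no effect and no enzyme for full effect; nearly all actives have a fitted effect of over 35% in size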
ERG Ets-DNA blk – ERG Ets/DNA interaction inhibition; P11308; fluorescence polarization, His-ERG Ets domain / labelled DNA; Potency, µM (series often up to 76.9 µM), inactives show at the highest dose FP activity, negative = inhibition, actives largely listed as inhibitors; actives 0.028% (n = 370,000); AID 624246; active = well fitted inhibition curve with a large enough effect in the polarisation, with a control signal flat; inconclusive = small, poorly fitted or top-dose-only effect, or effect the other way, or a change in a side signal; inactive = no such curve, though single readings can be large or run the other way; the % refers to the polarisation;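 also: polarization taken with two DNA probes labelled with fluorescein and Texas red; potency is read from the fitted curve at half-maximal effect; % of control where 0% means no effect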
Target sequence (P11308 whole entry, looked up, the tested form may be a part): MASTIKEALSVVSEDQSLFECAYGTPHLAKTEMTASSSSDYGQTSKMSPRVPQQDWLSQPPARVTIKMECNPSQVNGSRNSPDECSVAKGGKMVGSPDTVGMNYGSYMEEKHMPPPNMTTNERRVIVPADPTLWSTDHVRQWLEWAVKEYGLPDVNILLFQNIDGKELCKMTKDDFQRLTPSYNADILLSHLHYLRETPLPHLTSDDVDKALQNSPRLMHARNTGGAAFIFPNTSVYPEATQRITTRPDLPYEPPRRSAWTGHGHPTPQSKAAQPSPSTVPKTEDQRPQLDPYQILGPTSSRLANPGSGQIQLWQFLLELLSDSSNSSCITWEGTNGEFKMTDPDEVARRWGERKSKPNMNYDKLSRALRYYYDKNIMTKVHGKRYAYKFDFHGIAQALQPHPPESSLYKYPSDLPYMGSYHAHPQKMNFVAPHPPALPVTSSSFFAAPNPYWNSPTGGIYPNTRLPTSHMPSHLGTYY
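His-tagged ERG Ets domain (1 uM in the protein solution; 300mM KCl, 50mM Tris-HCl, 1mM EDTA, 1mM DTT, pH 7.5) received compound, then a probe mix of 5 nM fluorescein-DNA and 100nM Texas-615-DNA. Fluorescence polarization was read for both dyes.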
The depositor's hits bear a star; u = inconclusive; x = not tested or not shown; & = joins results of further samples; [ ] = another dose, or the depositor's remark. Unless noted, calls follow the shape of the dose curve; as a rule, active = well fitted curve in the direction sought with a large enough effect; inconclusive = small, poorly fitted or top-dose-only effect, or another doubt; inactive = no such curve, though single readings can be large; an effect the other way counts as inactive or inconclusive.

| Molecule | Apoferritin bind | 12-LOX inh | POLB inh | POLI inh | TRHR ag | APEX1 inh | Pol kappa inh | BLM helicase inh | ERG Ets-DNA blk |
| --- | --- | --- | --- | --- | --- | --- | --- | --- | --- |
| COC(=O)c1cccc([N+](=O)[O-])c1CN1CCCC(C(N)=O)C1 (configuration not stated) | -8.4% | -6.1% | 7.6% | 155.5%[activator] | 0.3 | -2.9% | -8.4% | -1.1% | 1.5% |
| CC1CC(C)CN(c2nc3c(c(=O)n(C)c(=O)n3C)n2C)C1 (configuration not stated) | -7.6% | 17.4% | -0.9% | 71.7%[activator] | -0.6 | 4.6% | -7.4% | 0.6% | x |
| COc1cc(SC)ccc1C(=O)OCC(=O)NCCNC(=O)COC(=O)c1ccc(SC)cc1OC | -2.7% | x | 35.4% | -6.6% | 0.5 | 9.5% | -6.1% | -10.6% | 4.7% |
| Cc1ccc(Cl)cc1N1CCN(c2nc3ccccc3c3nc(-c4cccnc4)nn23)CC1 | 63.3%[activator] | 0.0% | 33.4% | -14.3% | -0.1 | x | 7.6% | -0.8% | -0.6% |
| O=C(NNC(=O)c1ccc([N+](=O)[O-])cc1Cl)c1ccncc1 | -1.3% | -5.5% | -2.5% | 66.3%[activator] | 0.5 | 1.0% | -1.5% | -0.5% | -5.6% |
| CC(C)C[C@H](NC(=O)c1nc[nH]c1C(=O)N[C@@H](CCCCNC(=O)OC(C)(C)C)C(=O)OC(C)(C)C)C(=O)OCc1ccccc1 | -8.0% | -2.2% | -9.4% | 25.7% | 2.0 | 3.8% | -1.4% | -13.2% | -8.2% |
| CCn1c(SCC(=O)Nc2ccc3c(c2)OCO3)nc2c1c(=O)n(C)c(=O)n2C | -6.7% | 4.9% | 31.5% | 5.1% | 0.2 | -6.6% | -4.1% | 0.7% | 0.5% |
| O=C(CN(c1ccc2c(c1)OCCO2)S(=O)(=O)c1ccccc1)Nc1ccc2c(c1)OCO2 | -7.3% | 22.1% | 3.2% | -5.9% | -0.4 | -2.1% | -1.6% | -8.3% | 2.7% |
| Cc1c(C(c2cccc(Br)c2)c2c(C)n(C)n(-c3ccccc3)c2=O)c(=O)n(-c2ccccc2)n1C | -3.4% | u | 24.8% | 32.2% | 0.2 | 8.9% | 12.5% | -4.1% | 1.4% |
| Cc1ccc(CNC(=O)C2CCCN(C(=O)Nc3ccc(F)cc3)C2)cc1 (configuration not stated) | -1.3% | -2.5% | u | 111.0%[activator] | -0.7 | 12.2% | -17.3% | -1.0% | -1.9% |
| O=C(NN1C(=O)C2C3c4ccccc4C(c4ccccc43)C2C1=O)c1ccccc1 (configuration not stated) | -1.0% | -20.8% | 14.1% | -2.9% | -0.3 | 10.2% | 7.7% | -6.6% | 2.1% |
| O=C(c1ccco1)N1CCCC(c2nc3c(nnn3Cc3c(Cl)cccc3Cl)c(=O)[nH]2)C1 (configuration not stated) | 2.3% | u | 1.2% | -18.8% | 0.0 | 21.1% | 4.2% | -3.7% | 18.7% |
| CC(=O)Nc1ccc(NC(=O)COC(=O)C2c3ccccc3Oc3ccccc32)cc1 | -4.7% | 5.6% | 2.9% | 4.4% | -0.1 | 31.1%[activator] | -10.3% | -10.0% | -4.1% |
| CCOC(=O)c1ccc(N2C(=O)[C@@H](c3ccccc3)[C@H]2c2ccccc2)cc1 | x | -7.8% | x | -14.5% | 0.1 | 36.9%[activator] | 13.2% | x | 5.2% |
| COc1ccc(N(C(=O)C(C)C)S(=O)(=O)c2ccc(Cl)cc2)cc1 | -7.4% | -15.5% | -5.1% | 3.6% | 0.1 | -1.3% | -10.7% | -6.8% | -3.7% |
| COc1ccc(NC(=O)Nc2cc(-c3cn4cccnc4n3)ccc2C)cc1 | 2.8% | 0.0% | 0.3% | 21.3% | -0.2 | x | 3.1% | -13.5% | 2.5% |
| CCOC(=O)c1nc(C)nc(Sc2n[nH]c(-c3cc(C(F)(F)F)cc(C(F)(F)F)c3)n2)c1C | -5.0% | 0.0% | -11.4% | 6.3% | 0.6 | -7.2% | -18.0% | -12.5% | 0.0% |
| CCSc1nnc(N2C(=O)c3ccc(C(=O)c4ccc(C(=O)O)cc4)cc3C2=O)s1 | -10.8% | u | 12.8% | -0.7% | 0.0 | 20.3% | -12.2% | 2.4% | -9.9% |
| O=C(Nc1c2c(nn1-c1ccccc1)CSC2)c1ccc(N2C(=O)CCC2=O)cc1 | -5.2% | -1.5% | -0.4% | -3.0% | 0.1 | -4.4% | -5.7% | -5.3% | 3.6% |
| CCOC(=O)CNC(=O)Nc1cc(C(=O)NCc2ccccc2OC)ccc1N1CCCC1 | 6.7% | -19.3%&-19.2% | 17.8% | 21.2% | -0.5 | x | -4.8%[60.1 µM] | -0.6% | -4.1% |
| C=CCNC(=O)c1ccccc1NC(=O)C1CCN(S(=O)(=O)c2ccc(SC)cc2)CC1 | 9.8% | u | -5.4% | 93.4%[activator] | 1.3 | -9.2% | -5.6% | -10.1% | -1.2% |
| CC(=O)N(C)c1ccc(N=C2C(=O)Nc3ccccc32)cc1 | -7.4% | x | -0.8% | u | 0.0 | -26.6% | -25.3% | -6.5% | 4.8% |
| CCc1sc(C(=O)N2CCCN(C)CC2)cc1Br | -19.4% | -5.5% | 31.8% | 48.5%[activator] | 0.1 | -2.1% | -18.2% | 1.0% | -5.1% |
| O=c1cc(N2CCN(c3ccccc3F)CC2)[nH]c(=O)n1-c1ccc(Br)cc1 | 8.9% | -14.8% | 15.5% | -9.1% | -0.4 | -2.2% | -4.3% | 4.0% | -6.4% |
| COc1ccccc1OCC(O)Cn1c(=N)n(Cc2ccccc2)c2ccccc21 (configuration not stated) | -14.1% | -19.1% | 0.9% | 3.4% | -1.6 | 2.6% | -1.5% | 5.5% | 2.6% |
| CC1=C(C(=O)Nc2ccc(C)cc2C)C(c2ccc(Cl)cc2)n2nc(C(=O)OC(C)C)nc2N1 (configuration not stated) | 4.9%&2.9% | u | -3.1%&0.3% | -9.6%&10.3% | -2.0&0.8 | 1.7% | -5.6%&2.5% | 0.0%&-0.3% | 0.6% |
| Cc1ccc(SCC(=O)N2N=CCC2c2ccccc2)cc1 (configuration not stated) | u | -9.8% | 13.5% | 23.9% | -0.1 | 3.9% | -8.0% | -4.9% | -1.7% |
| CCCN(CC(=O)Nc1ccccc1OC)C(=O)CCNC(=O)c1ccccc1OC | x | 6.5% | x | 47.1%[activator] | -0.5 | -7.9% | -9.9% | x | 0.7% |
| CNC(=S)N1CCN(c2nc(-c3cccc(OC)c3)cs2)CC1 | 1.8% | -5.7% | -2.0% | -24.8% | -0.6 | 7.2% | -8.9% | -4.0% | 8.3% |
| Nc1nc(SCc2ccccc2)[nH]c(=O)c1-c1ccccc1 | -13.7% | -16.1% | -1.0% | 4.7% | 0.3 | 2.5% | -4.4% | -10.7% | x |
| CCN1C(=O)c2ccccc2Sc2ccc(NC(=O)COc3ccc(Cl)cc3)cc21 | -4.9% | -6.0% | 2.3% | 3.0% | 0.5 | x | -1.7%[60.1 µM] | -6.6% | 7.2% |
| COc1ccc(C=NNC(=S)NN=Cc2ccc(OC)c(OC)c2)cc1OC | x | u | x | u | x | x | -22.2% | x | 7.6% |
| CCCC(=O)Oc1c(Sc2ccc(C)cc2)c(C)nn1-c1ccccc1 | -20.3% | u | 10.4% | u | 0.2 | x | 2.8% | 0.4% | 1.9% |
| Cc1[nH]nc2c1C(c1cccnc1)N(c1ccc(Br)cc1)C2=O (configuration not stated) | -5.4% | -20.8% | 53.2% | -1.4% | -0.3 | 5.2% | -10.4% | -15.4% | -1.8% |
| CC1=NN(C(N)=S)C(=O)C1N=Nc1ccc(Br)cc1 (configuration not stated) | -12.1% | -9.9% | -1.9% | 71.0%[activator] | -0.2 | -1.2% | -0.3% | -6.5% | -5.0% |
| COc1cc(/C=N/NC(N)=O)ccc1OCC(=O)N1C(C)CCCC1C (configuration not stated) | -10.8% | 8.2% | 27.2% | 110.8%[activator] | -2.5 | 11.9% | -2.5% | -0.1% | 10.6% |
| COc1ccccc1/C=C/C=N/n1c(-c2ccco2)n[nH]c1=S | -4.8% | u | 0.7% | 37.0%[activator] | 0.1 | -7.4% | -13.3% | -11.8% | -9.4% |
| CC(NC(=O)Cc1ccc(-c2ccccc2)cc1)c1ccccc1 (configuration not stated) | -20.2% | u | 10.7% | -8.7% | 0.8 | -5.5% | 4.3% | -3.8% | -6.7% |
| O=C([C@@H]1CCCN1C(=O)c1cccs1)N1CCN(S(=O)(=O)c2cccc(F)c2)CC1 | x | 0.0% | x | 2.9% | -0.1 | 16.8% | 13.2% | x | -2.2% |
| Cn1cc(/C=C2\SC(=S)N(NC(=O)c3ccccc3Cl)C2=O)c2ccccc21 | 6.6% | -7.6% | -6.6% | 141.0%[activator] | 12.0 | -6.2% | -41.4% | -1.5% | -10.9% |
| Cc1nc2ccc(NC(=O)Cc3ccsc3)cc2s1 | -3.9% | 7.2% | 18.1% | 11.5% | -0.3 | 13.2% | -7.9% | -2.8% | -10.7% |
| CC(C)(C)c1ccc(-c2nc(C#N)c(NCCCn3ccnc3)o2)cc1 | u | -3.0% | 3.2% | 35.7%[activator] | 0.3 | -5.8% | -12.3% | -9.1% | 17.4% |
| Cc1c(NS(=O)(=O)c2ccccc2)cc(C(C)C)c(O)c1S(=O)(=O)c1ccc(Cl)cc1 | -2.3% | -8.4% | 0.0% | 17.2% | 0.0 | x | -2.5% | -16.1% | 0.5% |
| CCOC(=O)C1(CCOC)CCN(C(=O)Cc2ccsc2)CC1 | -2.7% | 32.6%[activator] | 11.7% | 14.7% | 0.3 | 16.9% | -3.9% | 1.2% | -5.8% |
| CC1CCN(S(=O)(=O)c2ccc3[nH]c(=O)c(=O)[nH]c3c2)CC1 | -10.4% | 1.1% | 24.0% | 3.0%[58.9 µM] | 1.3 | -1.8% | -18.4% | 1.4% | -1.8% |

Not all compounds are listed; rates above refer to the full screens.
